FAS TE block: FAS thioesterase domain inhibitors, primary screen, biochemical, fluorescence intensity, uHTS. 360,000 compounds, 0.67% hits. recombinant FAS-TE, OMFH fluorogenic substrate, fluorescence endpoint. inhibition, % at 15 µM;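 active means compounds whose normalised, plate-corrected inhibition of enzyme fluorescence in the single-dose primary screen is 50% or more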;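 further: 0% = DMSO with enzyme and 100% = substrate without enzyme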
Rpn11 block: Rpn11 (PSMD14) deubiquitinase inhibitors, primary screen, biochemical, fluorescence polarization, uHTS; 26S proteasome non-ATPase regulatory subunit 14 (Homo sapiens), O00487; human 26S proteasome, Ub4-pepOG fluorescence polarization; 20S core pre-blocked with epoxomicin; calls only at 20 µM; 360,000 compounds, 0.59% hits; AID 588493, 2011;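 active means inhibition at 20 µM, scaled to each plate's controls, above about 33%, limit read from the data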
SKN-1 block: suppressors of acrylamide-induced Pgst-4::GFP reporter in worms, primary screen, SKN-1 inhibitor project, whole organism, uHTS, GFP/RFP fluorescence ratio, strain VP596; C. elegans VP596 Pgst-4::GFP/RFP ratio, 24 h; inhibition, % at 21.8 µM; 360,000 compounds, 0.49% hits;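 active means interference check ratio from 0.5 to 1.5 plus GFP to RFP signal ratio inhibition reaching or exceeding a fixed threshold, cut at about 30% in these data, passing the limit was not always enough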; further: some compounds called inactive have numbers as strong as hits
Rin1-Abl PPI inh: inhibitors of Rin1-Abl protein binding, primary screen, biochemical, TR-FRET; inhibition, % at 7.35 µM; 360,000 compounds, 0.4% hits; AID 588664, 2011; in the data active means inhibition above about 5%, passing the limit was not always enough
MT1-MMP act inh: blockers of MT1-MMP proenzyme processing, primary screen, HT1080 RFP-PRO-GFP cells, GFP/RFP fluorescence. Matrix metalloproteinase-14 (Homo sapiens), P50281. 360,000 compounds, 0.061% hits. GFP/RFP ratio fluorescence, overnight; percent of plate control window, DMSO zero. GFP/RFP ratio change, % at 20 µM;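 active means GFP/RFP ratio change of at least 30% with cell ATP level not reduced by more than half and red fluorescence within 50% of control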; further: strong numbers were not always called active
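Assay system: HT1080 RFP-PRO-GFP cells | Dosing: 20 µM single dose, 1% DMSO | Incubation: Cells overnight before dosing, compound overnight, 37 °C, 5% CO2 | Evaluation: GFP/RFP fluorescence ratio | Control set: DMSO-only wells and HT1080 RFP-L50D-GFP cell wells as references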
Neddylation inh: inhibitors of cullin neddylation, primary screen, biochemical, TR-FRET, uHTS, NAE and Ubc12; NEDD8-conjugating enzyme Ubc12 (Homo sapiens) + NEDD8-activating enzyme E1 regulatory …; calls only at 25 µM; 360,000 compounds, 0.58% hits; AID 651699, 2012; in the data active means inhibition above about 36%
NadD block: inhibitors of S. aureus NadD, primary screen, biochemical, colorimetric, uHTS; 360,000 compounds, 0.78% hits; AID 602399, 2012; purified NadD enzyme, colorimetric absorbance read-out; Nicotinate-nucleotide adenylyltransferase NadD (Staphylococcus aureus N315); inhibition, % at 20 µM; in the data active means inhibition above about 26%; further: some compounds past the cut are filed as inactive
PABP1 MLLE inh: inhibitors of PABP1 MLLE–PAM2 peptide binding, primary screen, biochemical, fluorescence polarization, FITC-PAM2, GST-MLLE | 360,000 compounds, 0.36% hits | inhibition, % at 20 µM; in the data active means inhibition above about 35%, passing the limit was not always enough;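 further: plate controls were DMSO wells with GST-MLLE for no effect and wells lacking GST-MLLE protein for full effect; some results filed as inactive read as strong as hits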
Target sequence (P11940 whole entry, looked up): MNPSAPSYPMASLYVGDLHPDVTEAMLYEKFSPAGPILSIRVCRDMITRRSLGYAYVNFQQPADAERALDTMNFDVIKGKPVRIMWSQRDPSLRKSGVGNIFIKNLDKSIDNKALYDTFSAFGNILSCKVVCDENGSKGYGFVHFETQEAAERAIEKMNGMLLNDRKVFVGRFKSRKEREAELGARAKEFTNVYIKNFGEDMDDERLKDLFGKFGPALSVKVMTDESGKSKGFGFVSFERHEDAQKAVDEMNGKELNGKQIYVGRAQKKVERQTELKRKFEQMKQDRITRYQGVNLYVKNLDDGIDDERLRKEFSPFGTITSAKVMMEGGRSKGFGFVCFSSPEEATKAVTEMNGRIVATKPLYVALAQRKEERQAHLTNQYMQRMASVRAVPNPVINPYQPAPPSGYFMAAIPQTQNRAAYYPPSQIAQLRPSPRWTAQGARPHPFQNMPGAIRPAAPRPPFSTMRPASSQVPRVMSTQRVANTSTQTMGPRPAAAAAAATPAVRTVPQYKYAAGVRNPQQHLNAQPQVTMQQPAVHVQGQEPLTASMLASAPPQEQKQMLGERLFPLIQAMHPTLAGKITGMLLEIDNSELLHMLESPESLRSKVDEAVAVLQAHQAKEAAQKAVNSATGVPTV
CSN inh: inhibitors of CSN-mediated cullin deneddylation, primary screen, biochemical, fluorescence polarization, uHTS | Purified CSN, SCF-Nedd8-OG deneddylation | inhibition, % at 12.5 µM | 360,000 compounds, 0.38% hits;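 active means pattern-corrected inhibition above about 35%, with an unprinted fluorescence ratio check between 0.5 and 1.5, limit read from the data, passing the limit was not always enough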;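 further: 0% = enzyme with substrate and 100% = substrate without enzyme; some results filed as inactive read as strong as hits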
Target sequence (Q92905 whole entry, looked up, one chain of several): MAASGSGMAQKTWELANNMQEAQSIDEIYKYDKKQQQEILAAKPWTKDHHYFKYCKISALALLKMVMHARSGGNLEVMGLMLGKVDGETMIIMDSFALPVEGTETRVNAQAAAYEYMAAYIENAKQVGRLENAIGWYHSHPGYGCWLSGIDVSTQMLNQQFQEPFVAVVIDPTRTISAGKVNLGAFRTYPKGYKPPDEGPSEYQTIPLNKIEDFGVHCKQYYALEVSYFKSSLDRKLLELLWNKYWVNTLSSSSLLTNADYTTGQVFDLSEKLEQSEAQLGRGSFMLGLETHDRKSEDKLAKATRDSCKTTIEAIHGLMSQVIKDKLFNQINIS
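Assay system: purified human Csn5 enzyme expressed in HEK293T cells; Input: 0.24 nM Csn5 enzyme, final concentration; Reagent: 10 nM SCFSkp2-Nedd8OG; Compound dosing: 12.5 µM single point; Times: reaction 90 min, room temperature; Technique: fluorescence polarization readout.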
Starred values were filed as active, the others as inactive; i = inactive; · = not tested or not shown.

SMILES	FAS TE block	Rpn11 block	SKN-1 block	Rin1-Abl PPI inh	MT1-MMP act inh	Neddylation inh	NadD block	PABP1 MLLE inh	CSN inh
COc1ccc(CCNC(=O)Cc2ccc(NS(=O)(=O)c3ccc(F)cc3)cc2)cc1OC	-5	i	-14	1	2	i	-1	6	-2
Cn1c(=O)oc2cc(S(=O)(=O)Nc3ccc4c(c3)OCO4)ccc21	-4	i	-15	-1	-6	·	-2	-1	-1
CN(C)S(=O)(=O)c1cccc(NC(=S)NC23CC4CC(CC(C4)C2)C3)c1	21	i	-13	0	-1	i	-1	23	-2
O=C(c1cc(F)c(F)c(F)c1F)N1CCN(Cc2ccc3c(c2)OCO3)CC1	3	i	-1	-3	1	i	-1	-4	0
CCOC(=O)CSc1nc(-c2ccccc2)nc2ccc(F)cc12	24	i	-17	-3	1	i	4	14	-6
OCc1nc2ccccc2n1C/C=C/c1ccccc1	-4	i	-13	0	0	i	-7	6	6
Cc1cc(Br)ccc1NC(=O)CN1C(=O)CCC1=O	-10	i	2	-4	-2	i	0	-13	-4
CCSCC(C)(C)n1[nH]c2ccccc2c1=O	-5	i	-12	-3	-3	i	2	13	3
CC(=O)c1ccc(-c2nnc(CCC(=O)N(C)Cc3cnc4ccccn34)o2)s1	-4	i	-15	-1	-1	i	0	10	-10
CSc1ncc(C(=O)Nc2cccc(C)c2C)c(C)n1	-5	i	-11	-2	-2	i	-1	-5	1
Cn1c(NCCN2CCCCC2)cc(=O)n(C)c1=O	-4	i	22	2	0	i	2	13	-4
CCOc1cc2[nH]c(=S)n(Cc3ccc(C(=O)NCCCN4CCOCC4)cc3)c(=O)c2cc1OCC	-2	i	19	-1	1	i	1	-96	1

Part of the list above, set out differently:
CC(=O)c1ccc(-c2nnc(CCC(=O)N(C)Cc3cnc4ccccn34)o2)s1
- FAS TE block: -4
- Rpn11 block: i
- SKN-1 block: -15
- Rin1-Abl PPI inh: -1
- MT1-MMP act inh: -1
- Neddylation inh: i
- NadD block: 0
- PABP1 MLLE inh: 10
- CSN inh: -10

CSc1ncc(C(=O)Nc2cccc(C)c2C)c(C)n1
- FAS TE block: -5
- Rpn11 block: i
- SKN-1 block: -11
- Rin1-Abl PPI inh: -2
- MT1-MMP act inh: -2
- Neddylation inh: i
- NadD block: -1
- PABP1 MLLE inh: -5
- CSN inh: 1

OCc1nc2ccccc2n1C/C=C/c1ccccc1
- FAS TE block: -4
- Rpn11 block: i
- SKN-1 block: -13
- Rin1-Abl PPI inh: 0
- MT1-MMP act inh: 0
- Neddylation inh: i
- NadD block: -7
- PABP1 MLLE inh: 6
- CSN inh: 6

Cn1c(NCCN2CCCCC2)cc(=O)n(C)c1=O
- FAS TE block: -4
- Rpn11 block: i
- SKN-1 block: 22
- Rin1-Abl PPI inh: 2
- MT1-MMP act inh: 0
- Neddylation inh: i
- NadD block: 2
- PABP1 MLLE inh: 13
- CSN inh: -4

Going on with the list.
SMILES	FAS TE block	Rpn11 block	SKN-1 block	Rin1-Abl PPI inh	MT1-MMP act inh	Neddylation inh	NadD block	PABP1 MLLE inh	CSN inh
O=C(Nc1cccc(OCC(=O)N2CCOCC2)c1)C1CCCCC1	-8	i	-19	3	4	i	-11	-2	-8
COc1ccc(CCNC(=O)COc2ccc(S(=O)(=O)NC(C)C)cc2Cl)cc1OC	-6	i	7	-6	1	i	-3	13	1
CCOc1ccc(NC(=O)N2CCC(NC(=O)c3ccco3)CC2)cc1	-8	i	1	5	3	i	1	3	-5
Cc1cc(C)n(CC(=O)c2ccccc2)c(=O)c1C#N	5	i	3	0	-10	i	1	4	-2
Cc1ccc(CNC(=O)COC(=O)c2c(C)noc2C)cc1	-5	i	6	-1	1	i	-1	-8	-5
CCOC(=O)C1=NOC2(C1)C(=O)Nc1ccc(OC)cc12 (stereo not drawn)	-11	·	7	·	1	i	8	·	-4
Cc1ccn2c(NC3CCCC3)c(-c3cccs3)nc2c1	3	i	13	2	-4	·	3	3	-2
CCOC(=O)N1CCN(C(=O)CS(=O)Cc2nc(-c3ccc(OC)c(OC)c3)oc2C)CC1 (stereo not drawn)	-8	i	7	-1	-1	i	-2	18	-1
Cc1ccc(-c2nnc(-c3cccc4ccccc34)o2)cc1	24	i	-2	-1	-3	·	2	1	2
O=C(O)CCC(=O)Nc1ccc(N2CCOCC2)cc1	-6	i	-9	1	-3	i	-6	8	-4
Cc1cc(N2CCC(C)CC2)nc2ccc(N3C(=O)CCC3=O)cc12	-190	i	4	1	6	·	-3	2	0
Nc1cccc(C#Cc2ccc3c(=O)c4ccccc4oc3c2)c1	18	i	10	0	-18	i	6	5	-1
CCc1ccc(C(O)c2ncc(-c3cccc(F)c3)[nH]2)cc1 (stereo not drawn)	3	i	24	-1	4	i	0	-2	5
Cc1ccc(S(=O)(=O)Nc2ccc(C(=O)N3CCCC3)cc2)cc1	-1	i	-14	-3	0	i	-5	-1	3
Cc1nc(Nc2ccccc2Br)c2nnn(Cc3ccccc3)c2n1	19	i	4	1	-1	i	-4	1	2
O=C(NCCCn1ccnc1)c1ccc(Cl)cc1[N+](=O)[O-]	-7	i	0	1	-5	i	0	0	4
O=C(O)c1sc2cc(C(F)(F)F)cnc2c1-c1ccccn1	-1	i	8	0	-2	i	4	-6	-4
CCN1C(=O)C(=CC=CN(C)c2ccccc2)SC1=S	-56	·	25	1	-120	i	-1	19	64*
Cc1cccc(C)c1-n1nnnc1C(c1ccnc2ccccc12)N1CCOCC1 (stereo not drawn)	-13	·	11	·	5	i	-1	·	1
CC(Oc1ccc(Br)cc1)C(=O)NCC1(N2CCCCC2)CCCCC1 (stereo not drawn)	6	i	-5	1	-1	i	2	-32	4
Cc1cc(NC(=O)CSc2nc(-c3ccc(Cl)cc3)cs2)no1	2	i	-13	-3	5	i	1	11	-1
CC(=O)c1cccc(NC(=S)N2CCN(S(=O)(=O)c3ccc(F)cc3)CC2)c1	2	i	-2	3	3	i	-1	-62	-1
COc1ccc(CNC(=O)c2cc(-c3ccc(OC)c(OC)c3)on2)cc1	0	i	13	1	7	i	-7	3	5
COc1ccc(CCCc2nnc(SCC(=O)Nc3ccc(OC)cc3)o2)cc1	3	i	3	0	0	i	10	-102	-1

6 entries from above, in CSV form:
Molecule,FAS TE block,Rpn11 block,SKN-1 block,Rin1-Abl PPI inh,MT1-MMP act inh,Neddylation inh,NadD block,PABP1 MLLE inh,CSN inh
COc1ccc(CCNC(=O)Cc2ccc(NS(=O)(=O)c3ccc(F)cc3)cc2)cc1OC,-5,i,-14,1,2,i,-1,6,-2
Cn1c(=O)oc2cc(S(=O)(=O)Nc3ccc4c(c3)OCO4)ccc21,-4,i,-15,-1,-6,·,-2,-1,-1
CN(C)S(=O)(=O)c1cccc(NC(=S)NC23CC4CC(CC(C4)C2)C3)c1,21,i,-13,0,-1,i,-1,23,-2
O=C(c1cc(F)c(F)c(F)c1F)N1CCN(Cc2ccc3c(c2)OCO3)CC1,3,i,-1,-3,1,i,-1,-4,0
CCOC(=O)CSc1nc(-c2ccccc2)nc2ccc(F)cc12,24,i,-17,-3,1,i,4,14,-6
OCc1nc2ccccc2n1C/C=C/c1ccccc1,-4,i,-13,0,0,i,-7,6,6

The list continues:
SMILES	FAS TE block	Rpn11 block	SKN-1 block	Rin1-Abl PPI inh	MT1-MMP act inh	Neddylation inh	NadD block	PABP1 MLLE inh	CSN inh
COc1ccc(Cl)cc1NC(=O)CC1S/C(=N/N=C2CCCCCC2)NC1=O (stereo not drawn)	11	i	0	0	5	i	7	7	-1
CCC(=O)NCCc1nc2ccccc2n1CC	-5	i	-16	-1	7	i	-1	8	-4
Cc1cc(C)n(CCc2nc(-c3cccs3)cs2)n1	3	i	2	2	2	i	4	16	-4
COc1ccc(CNC(=O)COC(=O)CN2C(=O)NC3(CCCC3)C2=O)cc1	-2	i	-16	3	-3	i	-4	-9	-4
COc1cccc(OC)c1C(=O)NC(=O)Nc1c(F)cc(F)cc1F	-4	i	-9	2	3	i	-5	-1	2
Cc1c(/C(O)=C2/C(=O)C(=O)N(CCN3CCOCC3)C2c2ccco2)cnn1-c1ccccc1 (stereo not drawn)	-1	i	-5	-4	-5	i	1	18	1
C/C(=N\Nc1cccc([N+](=O)[O-])c1)c1cc(F)ccc1O	32	i	2	1	4	i	-11	1	-2
CCN(CC)CCNC(=O)c1ccccc1C(=O)c1ncc[nH]1	-4	i	13	2	0	i	4	-8	-5
COC(=O)c1ccc(NC(=O)c2ccco2)cc1	-8	i	2	-1	-1	i	-3	0	3
Cc1ccc(NC(=O)c2ccccc2O)cc1	-4	i	18	0	-2	i	-1	3	-11
Cc1ccc(NC(=O)NNC(=O)c2cc3ccccc3cc2O)c(C)c1	1	i	4	-4	-6	i	1	5	2
c1ccc(Nc2nc(N3CCOCC3)c3ccccc3n2)cc1	1	i	9	0	5	·	-11	-2	5
COc1ccccc1C(=O)OCc1ccc2sc(C)nc2c1	12	i	-17	1	6	i	-8	5	2
CCOc1ccccc1CNC(=O)C1CCN(c2nnc(C)c3c(C)n(-c4ccc(C)cc4)nc23)CC1	1	i	1	-4	-12	i	7	-24	18
COc1ccc2cc(Br)ccc2c1CC(=O)NC1CC(C)(C)NC(C)(C)C1	-6	i	3	-9	-7	i	-7	8	1
CCC1Oc2ccccc2N(CC(=O)NCCC2=CCCCC2)C1=O (stereo not drawn)	6	i	4	0	4	i	-6	-5	3
CCn1nc(C)c(/C=N/NC(=O)CSc2ccccn2)c1C	-7	i	-4	1	2	i	0	17	-4
CC1(C)CC(=O)C2=C(C1)Nc1nc(SCCN3CCOCC3)[nH]c(=O)c1C2c1cccs1 (stereo not drawn)	-11	i	6	1	2	i	3	-5	0
CCOC(=O)CNC(=O)C1(/C=C/c2ccccc2)CC(=O)N1c1ccc(C)cc1 (stereo not drawn)	8	i	-12	7	-3	i	-9	7	-2

Screening results deposited in PubChem BioAssay by several laboratories.
